Compound activity: PubChem BioAssay, National Center for Advancing Translational Sciences (NCATS)
3T3 cytotox: kills NIH 3T3 cells; NIH 3T3 viability, CellTiter-Glo ATP luminescence, 48-72 h; Potency, µM (series often up to 96.7 µM), without a hit: at the highest dose activity change, negative = cytotoxicity, actives largely listed as inhibitors; hit rate 4.3% among 94,000; note: potency is the fitted concentration of half-maximal effect; nearly all actives have a fitted effect of over 55% in size
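ATP-dependent luminescence (CellTiter-Glo) served as the viability signal for NIH 3T3 cells treated with compound for 48 or 72 hr at 37 °C.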
SNCA viab count: cell viability loss counter-screen. AID 1671193. HEK-293-SNCA-luc viability, GF-AFC fluorescence, 24 h. Potency, µM (top dose mostly 57.1 µM), without a hit: at the highest dose activity change, negative = cytotoxicity, most hits filed as cytotoxic. hit rate 0.12% among 150,000;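 note: potency is the fitted concentration of half-maximal effect; 0% = DMSO-treated cells and -100% = medium-only wells without cells; nearly all actives have a fitted effect of over 30% in size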
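Cytotoxicity counterscreen: after 24 h compound treatment of genome-edited SNCA-luciferase HEK-293 cells, live-cell protease substrate GF-AFC read by fluorescence after 30 min; activity scaled between DMSO (0%) and medium-only (-100%), curves Hill-fitted.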
HEK cytotox: cytotoxic compounds in HEK 293 cells; hit rate 6.6% among 94,000; AID 1345083; Potency, µM (highest dose often 115 µM), inactives show top-dose activity change, negative = cytotoxicity, usual class: inhibitors; HEK 293 viability, ATP luminescence (CellTiter-Glo), 48-72 h; note: potency is the fitted concentration of half-maximal effect; nearly all actives have a fitted effect of over 60% in size
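250 HEK 293 cells/well; compound by pintool; incubated 48 or 72 hr at 37 degree Celsius; CellTiter-Glo added, 10 min RT, luminescence imaged.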
GPT2 inh: GPT2 alanine aminotransferase inhibition; Potency, µM (highest dose often 57.7 µM), for inactives: top-dose activity change, negative = inhibition, usual class: inhibitors; hit rate 0.25% among 100,000; Q8TD30; AID 1671188; Recombinant GPT2, coupled pyruvate oxidase/HRP Amplex Red fluorescence; note: potency is the fitted concentration of half-maximal effect; nearly all actives have a fitted effect of over 60% in size; many of its hits are not listed in these tables
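Recombinant GPT2 (10ng/uL) with 250uM a-KG and 2mM L-alanine, 30 min at room temperature, in HEPES pH 7.5 buffer. Pyruvate detected by pyruvate oxidase/HRP/Amplex Red fluorescence after 30 min in the dark; AOA (50uM) as positive control.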
IP6K1 inhibitor: IP6K1 kinase inhibition; Q92551; IP6K1 kinase, ADP-Glo luminescence, 2 h; stronger effect = lower value; activity change, % (series mostly up to about 58 µM); hit rate 0.81% among 140,000; AID 1645851; in the data active = activity change below about -25%
Target sequence (Q92551 whole entry, looked up): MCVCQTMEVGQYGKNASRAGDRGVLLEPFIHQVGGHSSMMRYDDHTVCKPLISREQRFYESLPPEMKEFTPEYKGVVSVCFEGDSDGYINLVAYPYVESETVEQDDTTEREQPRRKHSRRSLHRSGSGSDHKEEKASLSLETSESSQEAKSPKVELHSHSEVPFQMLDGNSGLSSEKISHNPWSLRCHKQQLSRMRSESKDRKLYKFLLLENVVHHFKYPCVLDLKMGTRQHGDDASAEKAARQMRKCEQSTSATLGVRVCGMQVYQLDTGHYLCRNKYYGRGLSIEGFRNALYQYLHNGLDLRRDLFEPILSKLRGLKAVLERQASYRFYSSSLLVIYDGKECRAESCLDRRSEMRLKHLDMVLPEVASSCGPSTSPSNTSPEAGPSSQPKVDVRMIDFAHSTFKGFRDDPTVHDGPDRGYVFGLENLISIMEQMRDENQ
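ADP-Glo luminescence measures ADP made by human IP6K1 during a 2 h RT reaction with ATP/IP6 (mix at 1.3 mM/130 uM); top library doses 57.5 and 19.1 uM final.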
SNCA expr inh: reduces expression of the alpha-synuclein gene | Potency, µM (highest dose often 57.2 µM), for the others: at the top dose activity change, negative = inhibition, usual class: inhibitors | AID 1671194 | HEK-293 SNCA-luciferase knock-in, luminescence, 24 h | hit rate 0.17% among 140,000;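 note: potency is the fitted concentration of half-maximal effect; plate controls were DMSO cells for no effect and cell-free wells for full effect; nearly all actives have a fitted effect of over 45% in size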
Luciferase inh: blocks purified firefly luciferase enzyme activity; P08659; purified P. pyralis luciferase, luminescence, biochemical; Potency, µM (highest dose often 115 µM), inactives show at the top dose activity change, negative = inhibition, hits mostly inhibitors; hit rate 2.5% among 76,000; note: potency is the fitted concentration of half-maximal effect; nearly all actives have a fitted effect of over 65% in size
Target sequence (P08659 whole entry, looked up): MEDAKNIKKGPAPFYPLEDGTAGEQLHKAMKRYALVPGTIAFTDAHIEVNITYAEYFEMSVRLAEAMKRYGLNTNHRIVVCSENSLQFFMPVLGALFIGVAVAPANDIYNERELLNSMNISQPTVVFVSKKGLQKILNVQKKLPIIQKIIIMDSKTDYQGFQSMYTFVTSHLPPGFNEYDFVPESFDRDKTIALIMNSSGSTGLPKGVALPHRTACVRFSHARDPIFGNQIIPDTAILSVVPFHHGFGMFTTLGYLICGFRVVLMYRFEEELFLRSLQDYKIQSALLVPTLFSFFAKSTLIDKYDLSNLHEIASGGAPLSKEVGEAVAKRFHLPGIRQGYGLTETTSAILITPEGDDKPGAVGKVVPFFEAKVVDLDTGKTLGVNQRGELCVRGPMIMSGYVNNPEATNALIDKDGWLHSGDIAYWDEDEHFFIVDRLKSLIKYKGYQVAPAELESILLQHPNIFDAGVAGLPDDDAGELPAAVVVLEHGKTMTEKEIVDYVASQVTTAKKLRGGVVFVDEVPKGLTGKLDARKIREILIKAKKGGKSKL
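Purified P. pyralis luciferase (10nM final) in 50mM Tris acetate pH 7.5, 10mM Mg acetate, 0.01% Tween-20, 0.05% BSA with 10uM D-luciferin and 10uM ATP. Compounds titrated qHTS. Luminescence imaged on CCD.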
Starred values were filed as active, the others as inactive; i = inactive; ? = inconclusive; / = not tested or not shown; [ ] = dose if it differs, or a comment. Unless noted, calls come from the whole dose curve; as a rule, active = well fitted curve in the direction sought with a large enough effect; inconclusive = small, poorly fitted or top-dose-only effect, or another doubt; inactive = no such curve, though single readings can be large; an effect the other way counts as inactive or inconclusive. Unless noted, % is set by controls: 0 for no effect and ±100 for the full control effect.

SMILES | 3T3 cytotox | SNCA viab count | HEK cytotox | GPT2 inh | IP6K1 inhibitor | SNCA expr inh | Luciferase inh
COc1ccc(F)cc1C(=O)NCc1cc2n(n1)CCN(C(=O)N(C)C)C2 | -21% | 5% | -7% | i | -4 | -21% | 1%
COc1ccc(-c2nc(-c3c(C)noc3C)cc3[nH]c(C)cc23)cn1 | ? | -16%[87.6 µM] | ? | ? | -31* | 48%[activator][87.6 µM] | -3%[172 µM]
Cc1cc(C)cc(C(=O)NCCn2ccn3nc(-c4ccc(F)cc4)cc3c2=O)c1 | ? | -14% | ? | -12% | 1 | 9% | -25%
CCCCCOC(=O)c1ccc(OC(=O)c2sc3ncn(Cc4cccc(F)c4)c(=O)c3c2C)cc1 | / | 8% | / | / | 13 | 7% | /
O=C1[C@H](O[C@@H]2O[C@H](CO)[C@@H](O)[C@H](O)[C@H]2O)Oc2ccccc2N1O | / | ? | / | i | -8 | / | /
CC(=O)Nc1ccc(CN2C(=O)OC3(CCN(Cc4ccccc4)CC3)C2(C)c2ccccc2)cc1 (configuration not stated) | ? | -12% | ? | -22% | 5 | 13% | 11%
O=C(c1cnc(C23CC4CC(CC(C4)C2)C3)[nH]c1=O)N1C[C@H]2CNC[C@H]2C1 | -12% | 21% | -17% | -13% | 5 | 34%[activator] | -5%
Cn1nc2n(c1=O)CCN(S(=O)(=O)c1ccccc1C(F)(F)F)CC2 | -13% | -10% | -13% | i | -12 | 16% | -16%
COc1ccc(-c2cccc(C(=O)NC3CC3)c2)nn1 | -29%[138 µM] | / | -20%[172 µM] | / | 32 | / | /
CCc1ccccc1NC(=O)c1ccc2nc(C(C)C)oc2c1 | / | 3% | / | / | -36* | -21% | /
CCc1noc(-c2cn(C3CCN(C(=O)c4cccc(OC)c4)CC3)nn2)n1 | -16% | -4% | -15% | 0% | 12 | -21% | -9%
Cc1cc(S(=O)(=O)N2CCN(C3CCN(CCc4ccccc4)C3=O)CC2)ccc1F (configuration not stated) | -19% | -17% | ? | 1% | -3 | 0% | 26%
CC1CCN(C(=O)CSc2c3c(nc4ccc(Cl)cc24)CCCC3)CC1 | / | ? | / | / | -9 | ? | /
O=C(c1ccc(C(F)(F)F)cc1)N1CCC(C(=O)N2CCC(N3Cc4cccn4C3=O)CC2)CC1 | ? | -15% | ? | 2% | 15 | -12% | /
CCSc1ncc(Cl)c(C(=O)Nc2nc3ccc(S(C)(=O)=O)cc3s2)n1 | / | 0% | / | / | 2 | 9% | /
COCC(=O)NC[C@H]1CCN(S(C)(=O)=O)C[C@H]1N(C)C | i | 7%[12.5 µM] | i | -2% | 4 | ? | 1%
O=C(c1cc(F)ccc1F)N1CC(c2nnc(-c3ccncc3)o2)C2(CCOCC2)C1 (configuration not stated) | -9% | -8% | -1% | -8% | 6 | -9% | -3%
Cc1ccc(NC(=O)CN2C(=O)c3ccccc3Sc3ccc(C(=O)N4CCOCC4)cc32)cc1F | / | 14% | / | / | -14 | 6% | /
O=C(Cn1nc2c(cc1=O)CCCCC2)N1CCN(Cc2ccccc2Cl)CC1 | -16% | -27% | ? | i | 11 | -2% | -1%
CCC(=O)O[C@]1(C(=O)CO)CC[C@H]2[C@@H]3CCC4=CC(=O)CC[C@]4(C)[C@@H]3CC[C@@]21C | / | -8% | / | -6% | / | -2% | /
CN(C)CC1(O)CCCN(C(=O)c2ccccc2-c2ncc[nH]2)CC1 (configuration not stated) | -17% | -10% | -9% | i | 6 | 15% | -3%
CCOC(=O)c1c(NC(=O)c2cc(=O)c3cc(C)cc(C)c3o2)sc(C)c1C | / | 1% | / | / | -16 | 8% | /
CCOc1ccc(CNC(=O)CCCc2cn(C)c3ccccc23)cc1OC | / | ? | / | / | -4 | 9% | /
COC(=O)[C@@H]1Cc2ncn(Cc3ccc(Cl)cc3)c2CN1Cc1cccs1 | 89µM* | -13%[87.6 µM] | ? | ? | -8 | -22%[87.6 µM] | -15%[172 µM]
CCc1cccc(C)c1NC(=O)Cn1c(=O)cc(C(F)(F)F)c2c(C)nn(C)c21 | / | 3% | / | / | -7 | -16% | /

Reformatted: entries from further up.
| structure | 3T3 cytotox | SNCA viab count | HEK cytotox | GPT2 inh | IP6K1 inhibitor | SNCA expr inh | Luciferase inh |
| --- | --- | --- | --- | --- | --- | --- | --- |
| CN(C)CC1(O)CCCN(C(=O)c2ccccc2-c2ncc[nH]2)CC1 (configuration not stated) | -17% | -10% | -9% | i | 6 | 15% | -3% |
| CCOC(=O)c1c(NC(=O)c2cc(=O)c3cc(C)cc(C)c3o2)sc(C)c1C | / | 1% | / | / | -16 | 8% | / |
| CCOc1ccc(CNC(=O)CCCc2cn(C)c3ccccc23)cc1OC | / | ? | / | / | -4 | 9% | / |
| COC(=O)[C@@H]1Cc2ncn(Cc3ccc(Cl)cc3)c2CN1Cc1cccs1 | 89µM* | -13%[87.6 µM] | ? | ? | -8 | -22%[87.6 µM] | -15%[172 µM] |
| CCc1cccc(C)c1NC(=O)Cn1c(=O)cc(C(F)(F)F)c2c(C)nn(C)c21 | / | 3% | / | / | -7 | -16% | / |

Laid out differently: 4 of the compounds above
compound	3T3 cytotox	SNCA viab count	HEK cytotox	GPT2 inh	IP6K1 inhibitor	SNCA expr inh	Luciferase inh
Cn1nc2n(c1=O)CCN(S(=O)(=O)c1ccccc1C(F)(F)F)CC2	-13%	-10%	-13%	i	-12	16%	-16%
COc1ccc(-c2nc(-c3c(C)noc3C)cc3[nH]c(C)cc23)cn1	?	-16%[87.6 µM]	?	?	-31*	48%[activator][87.6 µM]	-3%[172 µM]
CCCCCOC(=O)c1ccc(OC(=O)c2sc3ncn(Cc4cccc(F)c4)c(=O)c3c2C)cc1	/	8%	/	/	13	7%	/
O=C1[C@H](O[C@@H]2O[C@H](CO)[C@@H](O)[C@H](O)[C@H]2O)Oc2ccccc2N1O	/	?	/	i	-8	/	/

The list goes on:
SMILES | 3T3 cytotox | SNCA viab count | HEK cytotox | GPT2 inh | IP6K1 inhibitor | SNCA expr inh | Luciferase inh
CCN(CC)c1nc2c(S(=O)(=O)c3ccccc3)nnn2c2ccc(Cl)cc12 | / | 5% | / | / | -5 | -22% | /
O=C(NCc1ccccn1)c1nn(-c2ccccc2Cl)nc1CO | / | 8% | / | / | 25 | -3% | /
CCCc1nn2c(=O)cc(COc3ccc(/C=C(\C#N)C(=O)Nc4ccc(F)cc4)cc3)nc2s1 | / | 0% | / | / | -4 | -5% | /
CCCc1nnc([C@H]2CCN(C3CCN(C(C)=O)CC3)C2)o1 | 4%[138 µM] | 0%[87.6 µM] | i | -1%[88.5 µM] | 12 | 20%[87.6 µM] | -2%[172 µM]
COc1ccc(C)cc1NC(=O)C(=O)NCCc1sc(-c2cccc(C)c2)nc1C | / | -2% | / | / | 0 | 10% | /
Cc1cccc(Cn2cc(C(=O)Nc3ccc(F)c(C(F)(F)F)c3)ccc2=O)c1 | / | -15% | / | / | -3 | ? | /
Cc1nc(C(=O)N2C[C@@H](COCC3CC3)[C@H](c3ccncc3)C2)co1 | -2% | 0% | i | i | -5 | 12% | -3%
CC(C)NC(=O)c1ccc2nccn2c1 | i | 1%[87.6 µM] | i | -7%[88.5 µM] | -11 | 17%[87.6 µM] | /
COCCN1C(=O)CS(=O)(=O)C12CCN(C(=O)c1ccccc1C)CC2 | 2% | 13% | i | i | -3 | -9% | -5%
O=C(CN1C(=O)C(c2ccccc2)=NC12CCCCC2)N1CCN(c2ccccc2)CC1 | ? | -15%[12.5 µM] | ? | 2% | 10 | 18% | -14%
Cc1ccc(C)c(N2CCN(C(=O)c3cc(C)nc4c3c(C)nn4-c3cccc(F)c3)CC2)c1 | / | -1% | / | / | 11 | 9% | /
COc1ccc(CC(=O)N2CC(=O)Nc3ccc(Br)cc3C2c2ccc(F)cc2)cc1 (configuration not stated) | / | -4% | / | / | -7 | 7% | /
CCC(C)/C=C(C)/C=C/C1=CC2=C(Cl)C(=O)C(C)(OC(C)=O)C(=O)C2=CN1C(CCC(=O)O)C(=O)O (configuration not stated) | / | -33%[23.9 µM] | / | 0%[27.3 µM] | 8 | / | /
O=C(NCCc1ccc(Cl)cc1)c1nc2sccn2c1-c1ccccc1 | ? | 0% | ? | i | 5 | -12% | /
Cn1cnc(S(=O)(=O)NC2CCc3nn(CC4CC4)c(=O)n3CC2)c1 (configuration not stated) | 5% | 13% | i | i | -3 | 4% | -1%
Cc1ccccc1-c1nc2scc(CCNC(=O)c3ccco3)n2n1 | / | -10% | / | / | -8 | -3% | /
CCOc1cccn2c(=O)c(-c3cc(C)n(-c4ccc(Cl)cc4)n3)c(C)nc12 | -15% | -4% | ? | -7% | 3 | -16% | 3%
CCN1c2cc(C(=O)Nc3cccc(Cl)c3)ccc2C(=O)N2CCCCCC21 (configuration not stated) | 40µM* | 10%[12.5 µM] | ? | ? | 21 | -14% | -19%
O=C(Cn1ccn2nc3c(c2c1=O)CCCC3)Nc1ccc2c(c1)OCCO2 | ? | 1% | ? | 0% | 3 | 0% | -8%
CC(=O)N1CCN(C(=O)C2CCCN2Cc2ccc(-c3cc(C)cc(C)c3)cc2)CC1 (configuration not stated) | ? | 4% | ? | -4% | 1 | 22% | /
COc1ccc(-c2cc(C(=O)NCc3ccccc3)c3cnn(C)c3n2)cc1 | ? | -2% | ? | 5% | 8 | -9% | /
COc1cccc(CNC(=O)c2ccc3nc(CCc4ccccc4)oc3c2)c1OC | / | 3% | / | / | 13 | 12% | /
COc1ccc(-c2c(C)nn3c(-c4ccccc4)cc(-c4ccccc4)nc23)cc1 | / | 6% | / | / | 1 | 29% | /
COc1ccc(Cn2c(CNC(=O)Cc3ccc(OC)c(OC)c3)nc3cccnc32)cc1 | / | -17% | / | / | 9 | 42%[activator] | /
Cc1c(-c2cc(C(=O)N3CC[C@](C)(O)[C@@H](O)C3)no2)cnn1C | -1% | 4% | -23% | i | 5 | 16% | -6%
Cc1cc2c(c(=O)n(-c3ccccc3)c(=O)n2CC(=O)Nc2cccc(C#N)c2)n1C | i | -27% | -4% | 4% | 21 | -11% | 3%
CC(=O)N1CCC(N[C@@H]2C[C@H](Cn3cc(-c4cccnc4)nn3)[C@@H](O)[C@H]2O)CC1 | 0% | 6% | -6% | -5% | -8 | -2% | 14%
Cc1nn(-c2ccccc2Cl)c(=O)n1CC(=O)N(C)C(C)c1ccon1 (configuration not stated) | -11% | 13% | -16% | i[11.5 µM] | 1 | -16% | -12%
COc1ccc2c(c1)c1c(c(=O)n(-c3ccccc3)c(=O)n1CC(=O)Nc1ccc(C)c(C)c1)n2C | / | -9% | / | / | 20 | 13% | /
COc1ccc(CNc2cc(Cl)nc3ccnn23)cc1OC | ? | 2%[87.6 µM] | ? | i | 5 | 39%[activator][87.6 µM] | -12%[172 µM]
